# PAX8 reporter – inhibitors of PAX8-driven TPO luciferase reporter, primary screen, RMG-I cells, single concentration. 1.2% of 360,000 active. SteadyGlo, 24 h. inhibition, % at 12.6 µM. AID 652154, 2013;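 active = mean replicate inhibition at least 60% with every replicate also reaching 60%; inconclusive = only one of the two criteria is met; inactive = mean below 60% and not all replicates reaching 60%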;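 also: luciferase light reporting Pax8 driven TPO promoter activity; plate controls were median of neutral control wells for no effect and mitoxantrone controls for full effect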
# ARNT TACC3 PPI – disruptors of ARNT/TACC3 protein interaction, primary screen, biochemical, AlphaScreen, single concentration | Transforming acidic coiled-coil-containing protein 3 (Homo sapiens), Q9Y6A5 | AlphaScreen His-ARNT PAS-B/GST-TACC3 binding, luminescence; TACC3 fragment carries E629A point mutation | inhibition, % at 9.99 µM | 0.66% of 390,000 active | AID 623870, 2012;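 active = mean inhibition of replicates at least 50% and at least half of replicates each reaching 50%; inconclusive = half or more replicates reach 50% but mean below 50%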;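 also: 0% = complete ARNT plus TACC3 wells and 100% = ARNT alone without TACC3; many hits fall short of the cut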
# EWS-Fli block – EWS/Fli-driven NR0B1 reporter inhibitors, primary screen, A673 cells, NR0B1 luciferase, luminescence, MLPCN library. 0.67% of 350,000 active. viability-normalised. inhibition, % at 12.6 µM. AID 651661, 2012;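 active = mean inhibition of at least 50% after viability correction, with every replicate also passing that limit; inconclusive = mean reaches 50% but only one of two replicates passes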;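 also: firefly luciferase signal divided by Alamar Blue viability fluorescence both relative to DMSO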
# LGR2 inh – inhibitors of bursicon-induced LGR2 CRE-luciferase signal, primary screen, cell-based, HEK293, CRE-luciferase reporter, bursicon stimulation. Drosophila bursicon receptor LGR2 (rickets). bursicon-stimulated, 4 h. inhibition, % at 9.99 µM. 0.35% of 380,000 active. AID 720647, 2013;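 active = drop in luminescence signal, shown as inhibition above about 50% in the replicate tests, limit read from the data, passing the limit was not always enough; inconclusive = probably only some replicates passing the limit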;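 also: agonist challenge used bursicon conditioned medium at about half maximal strength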
# CASP6 VEID inh – human caspase-6 inhibitors, primary screen, biochemical, VEID-R110 fluorescence, single point, set 2 | P55212 | 0.53% of 350,000 active | AID 686996, 2013 | inhibition, % at 12.5 µM | purified caspase-6, Z-VEID-R110 cleavage fluorescence;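 active = mean inhibition across replicates at least about 35%, with every replicate also reaching that limit, limit read from the data; inconclusive = only one of the two criteria met; inactive = neither criterion met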;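 also: 0% = median of neutral control wells and 100% = no fluorescence left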
# Target sequence (P55212 24-179 limits assumed): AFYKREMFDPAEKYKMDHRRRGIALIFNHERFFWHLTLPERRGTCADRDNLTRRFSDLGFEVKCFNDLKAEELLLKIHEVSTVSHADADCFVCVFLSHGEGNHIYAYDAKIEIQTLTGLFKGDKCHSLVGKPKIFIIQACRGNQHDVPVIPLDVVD
# Target sequence (P55212 194-293 limits assumed): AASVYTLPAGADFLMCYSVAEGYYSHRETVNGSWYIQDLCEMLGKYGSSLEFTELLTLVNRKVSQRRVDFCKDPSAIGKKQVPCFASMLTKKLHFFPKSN
# DENV2 CPE – inhibitors of DENV2 cytopathic effect, primary screen, cell-based, plate reader, single concentration; DENV2-infected cells, cytopathic effect rescue; CPE inhibition, % at 9.99 µM; 1.7% of 350,000 active; AID 651640, 2012; in the data active = CPE inhibition above about 20%, passing the limit was not always enough; inconclusive = no clear call, values can overlap the other calls; tested in BHK-21 cells;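 also: 0% = median of neutral control wells and 100% = median of positive control wells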
# SIRT5 block – SIRT5 desuccinylase inhibitors, primary screen, biochemical, fluorescence imaging, single point, set 5. NAD-dependent protein deacylase sirtuin-5, mitochondrial (Homo sapiens), Q9NXA8. Purified SirT5, succinyl-peptide AMC, trypsin-coupled fluorescence. inhibition, % at 15 µM. 1.1% of 330,000 active. AID 652115, 2013; in the data active = inhibition above about 15%; inconclusive = no clear call, values can overlap the other calls
# Target sequence (Q9NXA8 whole entry, looked up): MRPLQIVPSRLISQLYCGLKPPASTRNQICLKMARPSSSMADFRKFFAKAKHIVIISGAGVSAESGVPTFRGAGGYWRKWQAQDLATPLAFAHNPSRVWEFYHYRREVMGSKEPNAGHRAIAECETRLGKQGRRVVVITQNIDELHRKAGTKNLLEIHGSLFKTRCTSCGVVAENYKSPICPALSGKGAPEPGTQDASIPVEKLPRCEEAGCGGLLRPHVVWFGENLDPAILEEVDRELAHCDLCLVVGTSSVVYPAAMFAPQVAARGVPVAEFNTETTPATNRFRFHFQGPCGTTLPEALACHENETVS
# Numbers without * were called inactive; ? = inconclusive; nt = not tested or not shown; & = joins results of further samples; ! = not active in a repeat.
# Below each SMILES: PAX8 reporter, ARNT TACC3 PPI, EWS-Fli block, LGR2 inh, CASP6 VEID inh, DENV2 CPE, SIRT5 block
- O=C(NCc1ccc(F)cc1)C1CCC(=O)N1CCc1ccccc1 (configuration not stated)
 : 3, -3, 0, 5, -2, -2, 0
- Cc1noc(C)c1C(=O)Nc1ccc2ccccc2c1
 : -14, -3, -3, -30, -2, -1, -5
- O=C(/C=C/c1cccc([N+](=O)[O-])c1)NCCN1C(=O)S/C(=C\c2ccc(F)cc2)C1=O
 : 53, -7, -28, 1, 0, ?, nt
- O=C(NCC[C@@H]1CC[C@@H](NC(=O)c2cccnc2)[C@H](CO)O1)Nc1ccc(F)cc1
 : -9, -3, -11, 12, -2, -11, 3
- COc1ccccc1-n1cnnc1SCC(=O)NC1CCCC1
 : 3, 29, -3, 5, -2, -3, -1
- CCC(=O)Nc1ccc2c(c1)C(=O)N(C)[C@H]1CC[C@H](CC(=O)Nc3cccc(OC)c3)O[C@@H]1CO2
 : -3, -9, 5, 13, 1, 7, -7
- Cc1ccc(C)c(-c2nnc(NC(=O)CCS(=O)(=O)c3ccc(F)cc3)o2)c1
 : -16, -1, -4, 5, -1, 13, 0
- Cc1cc(NC(=O)Cc2cc(F)cc(F)c2)no1
 : -9, -8, 15, 1, 4, -5, -2
- COc1ccc(CNC(=O)COC(=O)/C=C/c2cccc(Br)c2)cc1
 : -8, 2, -8, 0, -2, 0, -3
- NS(=O)(=O)c1ccc2nc(NC(=O)c3ccc4c(c3)OCCO4)sc2c1
 : -16, -17, -10, -13, -1, 17, -5
- Cc1onc(-c2c(F)cccc2Cl)c1C(=O)OCC(=O)c1c[nH]c2ccccc12
 : 25, -9, 7, -3, 1, 6, 1
- Cc1c(NC(=O)Nc2ccc(F)cc2)c(=O)n(-c2ccccc2)n1C
 : 8, -6, -1, -1, -1, 0, -5
- COC(=O)c1sc(-c2ccccc2)cc1NC(C)=O
 : -14, 7, 1, 15, -6, -4, -4
- Cc1ccccc1-c1ccc(C2[C@@H]3CN(C(=O)Nc4cccc(F)c4)C[C@H]2N3)cc1 (some centres not stated)
 : 85*!, nt, -4&4, 11&-9, 2&-1, ?, 10&3
- Cc1ccc(-c2nc(CSCC(=O)NCC3CCCO3)c(C)o2)cc1 (configuration not stated)
 : -8, -2, nt, 3, 0, -5, -2
- CCc1ccc(C(=O)NNc2ccc(C)c(Cl)c2)cc1
 : 6, 9, -3, nt, -2, -9, -4
- O=C(c1ccccn1)N1C[C@H]2[C@@H](c3ccccc31)[C@@H](CO)N2C(=O)C1CC1
 : -8, 23, -3, -7, -3, -7, 2
- CC(Sc1ccccn1)C(=O)NC1CCCC1 (configuration not stated)
 : -6, -10, -9, 3, 3, 7, 0
- COc1ccc(NC(=O)Nc2ccc3c(c2)C(=O)N([C@@H](C)CO)C[C@@H](C)[C@@H](CN(C)C(=O)Nc2cccc4ccccc24)OCCCC[C@@H](C)O3)cc1
 : -8, -2, -11, 10, -2, -2, 14
- CC(C)CN(Cc1c(O)ccc2c(=O)c(-c3ccccc3)coc12)CC(C)C
 : 1, -2, 20, -10, 0, 0, -7
- COc1ccc(N2CC(C(=O)N/N=C/c3ccc([N+](=O)[O-])cc3)CC2=O)cc1 (configuration not stated)
 : 8, -1, 17, -9, 8, 13, -3
- O=C(NNS(=O)(=O)c1ccc([N+](=O)[O-])cc1)c1ccc2ccccc2c1O
 : 3, 1, 5, 10, 14, 0, 1
- COC(=O)CSc1n[nH]c(-c2cccnc2)n1
 : nt, 1, 3, 5, 4, -3, 2
- CC(C)NC(=O)N[C@H]1CC[C@H](CCn2cc(-c3ccccc3)nn2)O[C@H]1CO
 : 5, nt, -27, -8, -2, -1, 1
- COc1cccc(OC)c1C(=O)NC(=S)Nc1ccc2oc(-c3ccncc3)nc2c1
 : -23, -19, -35, 3, -1, -3, -1
- C[C@@H]1CCCCO[C@H](CN(C)C(=O)C2CCCCC2)[C@@H](C)CN([C@@H](C)CO)C(=O)c2cc(NC(=O)CCCN(C)C)ccc2O1
 : 0, -1, -4, 3, nt, -2, nt
- C[C@@H]1CCCCO[C@H](CN(C)CC2CCCCC2)[C@H](C)CN([C@@H](C)CO)C(=O)c2cc(NC(=O)NC3CCCCC3)ccc2O1
 : 27, -5, 6, 4, nt, 4, nt
- CCOc1ccc(NC(=S)Nc2ccc(OCc3ccccc3)cc2)cc1
 : -10, 1, nt, -6, nt, nt, nt
- NC(=O)C1CCN(C(=O)Cc2ccsc2)CC1
 : 16, -1, nt, -17, -162, -3, 0
- COc1ccc(NC(=O)Nc2ccc3c(c2)C(=O)N([C@H](C)CO)C[C@H](C)[C@H](CN(C)C(=O)CCCN(C)C)OCCCC[C@H](C)O3)cc1
 : nt, -3, -10, -13, 0, 3, -6
- N#CCCN(C(=O)COC(=O)CCc1nc2ccccc2c(=O)[nH]1)c1ccc(F)cc1
 : -5, 35, 0, -1, 2, -5, -4
- COc1ccc(NC(=O)C(=O)NCC2CCCN2S(=O)(=O)c2cc(C)ccc2C)cc1 (configuration not stated)
 : 34, 2, 57*, 10, 0, -8, 0
- Cc1ccc(NC2CCCCC2NS(=O)(=O)c2ccc(Cl)cc2)cc1 (configuration not stated)
 : 2, 6, 7, 9, 1, 1, -2
- O=C1C(C=Nc2ccccc2O)=C(O)c2ccccc21
 : nt, 0, -66, 65*, -4, nt, -3
- COC(=O)C[C@H]1C[C@H]2c3cc(NC(=O)Nc4ccccc4)ccc3O[C@H]2[C@@H](CO)O1
 : -8, -8, -2, -3, -1, 1, -2
- N#Cc1ccccc1OCCCNC1CCCC1
 : 14, 4, 5, 2, -5, 0, -3
- COc1ccc(C(=O)N2CCC(n3nnc4cc(F)ccc43)CC2)cc1OC
 : 4, -4, 0, 0, -2, nt, 4
- CC1(OC(=O)C2CCCC2)C(=O)C=C2C=C(c3ccsc3)N(C3CC3)C=C2C1=O (configuration not stated)
 : 5, 13, 6, -13, 27, nt, 3
- CCOC(=O)C1CCCN(C(=O)/C=C/c2ccccc2)CC1 (configuration not stated)
 : -21, nt, 3, -7, 0, 1, nt
- CCOc1ncccc1C(=O)N(CC)CC(=O)Nc1ccc(NC(C)=O)cc1
 : 1, -4, 5, -10, -3, 1, 0
- COc1ccccc1C(=O)Nc1cc(Cl)ccc1-n1cncn1
 : 40, -1, 11, -4, -1, 4, -8
- O=C(COC(=O)CCC1CCCC1)Nc1ccccc1Sc1ccccc1
 : 11, -15, 7, 2, -1, -5, -4
- COc1ccc2ccccc2c1CNCc1ccc(C)cc1
 : 6, 13, 14, 7, 0, -9, 13
- O=C(N/N=C/c1ccc(O)cc1)c1[nH]c2ccc(Br)cc2c1-c1ccccc1
 : 96*, -7, 49, -9, -4, -3, -6
- C[C@H]1CN([C@@H](C)CO)C(=O)c2cccc(NC(=O)c3ccncc3)c2O[C@@H]1CN(C)Cc1ccc(Oc2ccccc2)cc1
 : 25, 9, 4, nt, 0, -3, 6
- O=C1/C(=C\c2cc(Cl)c(O)c(Cl)c2)SC(=S)N1Cc1ccccc1
 : 2, -27, 24, 0, -1, -3, 1
- COc1ccc(S(=O)(=O)N2CCCCC2)cc1NC(=O)c1ccc(OC)c(OC)c1
 : -7, 3, 5, -7, 3, 8, 0
- O=C([C@H]1[C@H](CO)[C@H]2Cn3c(ccc(-c4ccccc4)c3=O)[C@H]2N1Cc1cocn1)N1CCCCC1
 : 1, -1, -2, -6, -3, -3, -2
- CCc1ccc(-n2nnnc2SCC(=O)Nc2ccc(NC(C)=O)cc2)cc1
 : 7, -10, 2, 4, -2, 11, -2
- COc1ccc(C2CC(c3ccccc3)=NN2C(=O)CN2CCN(Cc3ccccc3)CC2)cc1 (configuration not stated)
 : 21, 8, 6, 4, 0, -4, -4
- CN(CCC1CCOCC1)C(=O)CC1C(=O)NCCN1C/C=C/c1ccccc1 (configuration not stated)
 : -7, -4, -10, 13, 2, 7, 4
- CCOc1ccccc1NC(=O)C1CCC(CNc2c(N3CCCCC3)c(=O)c2=O)CC1 (configuration not stated)
 : 8, -4, -56, -6, -1, -3, 3
- CCC(=O)Nc1ccc2c(c1)OC[C@@H](C)N(C(=O)C1CC1)C[C@H](C)[C@H](OC)CN(C)C2=O
 : nt, nt, nt, -15, -1, 36*, -2
- COc1ccccc1OCC(=O)NNC(=O)CSC(=S)N1CCCC1
 : -9, 0, -4, -10, -1, 4, 1
- CCN(C(=O)CSc1nnc(NCCOC)s1)c1c(N)n(Cc2ccccc2)c(=O)[nH]c1=O
 : 0, 5, 5, 5, 1, 69*, -3
- COC(=O)c1cc(C(=O)Nc2ccc(Cl)cn2)cc([N+](=O)[O-])c1
 : -10, 6, -5, 16, -5, -1, -1
- CS(=O)(=O)N1CCCCN2[C@H](CO)[C@H](c3ccc(Br)cc3)[C@H]2C1
 : -7, nt, -1, 1, 1, 5, 1
- O=C(c1ccc(Cl)c(S(=O)(=O)N2CCCCC2)c1)N1CCCC1
 : 7, -2, nt, 10, -4, 15, 0
- CCC(C)C(=O)C(=O)N1CCC(n2nccc2NC(=O)CCOc2ccccc2)CC1 (configuration not stated)
 : -12, nt, -9, -22, -2, 18, -1
- COc1cccc(C(=O)NC2CCN(C(=O)N3c4ccccc4Sc4ccccc43)CC2)c1
 : nt, 3, 21, 10, -1, -3, 0

# The list continues.
# Below each SMILES: PAX8 reporter, ARNT TACC3 PPI, EWS-Fli block, LGR2 inh, CASP6 VEID inh, DENV2 CPE, SIRT5 block
- C=CCN(CC=C)C(=O)c1ccc2nc(Cc3ccc(OC)c(OC)c3)oc2c1
 : -40, -3, -9, -16, 2, 0, 1
- CC(=O)c1sc(NC(=O)CSC(C)C(=O)Nc2cc(C)on2)nc1-c1ccccc1 (configuration not stated)
 : 18, -5, 6, -21, 2, 8, -5
- Cc1ccc2nc(NC(=O)C3CCN(S(=O)(=O)c4cccnc4)CC3)sc2c1
 : 35, 3, -37, 22, 0, -3, -4
- Cc1ccc(Cl)cc1NC(=O)OCCN(C)C(=O)Nc1cc(Cl)ccc1C
 : 7, nt, -3, 10, 2, 3, nt

# From PubChem
